# IL-2 act: qHTS of IL-2 Activators; 360,000 compounds, 0.065% hits; AID 652025, 2013; IL-2 activation reporter assay, cell-based qHTS; stimulated with anti-CD3/CD4/CD28 beads; in transgenic mouse T cells; activation, % (series mostly up to about 46 µM); in the data active = activation above about 50%; inconclusive = mostly about 30% to 49%; note: 0% is about no effect
#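 Quantitative HTS in unstimulated transgenic mouse T cells, with memory T cells as non-tolerant control and PMA/ionomycin as tolerance-bypass control. Compound pretreatment lasted 60 minutes before 18 h bead stimulation; EGFP/DsRed fluorescence read.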
# Nrf2 block: Nrf2 qHTS screen for inhibitors; A549 ARE-Fluc reporter, luciferase luminescence, 18-24 h; Potency, µM (top dose mostly 46 µM), for the others: top-dose activity change, negative = inhibition, actives largely listed as inhibitors; 360,000 compounds, 2.1% hits; note: potency is the fitted concentration of half-maximal effect; % is set by controls: 0 for no effect and ±100 for the full control effect; nearly all actives have a fitted effect of over 60% in size
#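 A549 ARE_Fluc cells (5000/well, 5% FBS OPTI-MEM) pre-incubated 2 h, then treated with compounds 18-24 h at 37C/5% CO2 in concentration-response. CellTiter-Fluor viability read first; BugLite luciferase luminescence after 15 min at room temperature gives Nrf2 activity.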
# EPAC2 ag: qHTS for Agonist of cAMP-regulated guanine nucleotide exchange factor 4 (EPAC2): primary screen; Potency, µM (titrated, usually from 154 µM), inactives show at the top dose activation, usual class: activators; 360,000 compounds, 0.079% hits; EPAC2 activation, biochemical qHTS; response scale: 100% = 6.5 mM cAMP response; Rap guanine nucleotide exchange factor 4 (Homo sapiens), Q8WZA2; note: potency is the fitted concentration of half-maximal effect; nearly all actives have a fitted effect of over 50% in size
# Target sequence (Q8WZA2 whole entry, looked up): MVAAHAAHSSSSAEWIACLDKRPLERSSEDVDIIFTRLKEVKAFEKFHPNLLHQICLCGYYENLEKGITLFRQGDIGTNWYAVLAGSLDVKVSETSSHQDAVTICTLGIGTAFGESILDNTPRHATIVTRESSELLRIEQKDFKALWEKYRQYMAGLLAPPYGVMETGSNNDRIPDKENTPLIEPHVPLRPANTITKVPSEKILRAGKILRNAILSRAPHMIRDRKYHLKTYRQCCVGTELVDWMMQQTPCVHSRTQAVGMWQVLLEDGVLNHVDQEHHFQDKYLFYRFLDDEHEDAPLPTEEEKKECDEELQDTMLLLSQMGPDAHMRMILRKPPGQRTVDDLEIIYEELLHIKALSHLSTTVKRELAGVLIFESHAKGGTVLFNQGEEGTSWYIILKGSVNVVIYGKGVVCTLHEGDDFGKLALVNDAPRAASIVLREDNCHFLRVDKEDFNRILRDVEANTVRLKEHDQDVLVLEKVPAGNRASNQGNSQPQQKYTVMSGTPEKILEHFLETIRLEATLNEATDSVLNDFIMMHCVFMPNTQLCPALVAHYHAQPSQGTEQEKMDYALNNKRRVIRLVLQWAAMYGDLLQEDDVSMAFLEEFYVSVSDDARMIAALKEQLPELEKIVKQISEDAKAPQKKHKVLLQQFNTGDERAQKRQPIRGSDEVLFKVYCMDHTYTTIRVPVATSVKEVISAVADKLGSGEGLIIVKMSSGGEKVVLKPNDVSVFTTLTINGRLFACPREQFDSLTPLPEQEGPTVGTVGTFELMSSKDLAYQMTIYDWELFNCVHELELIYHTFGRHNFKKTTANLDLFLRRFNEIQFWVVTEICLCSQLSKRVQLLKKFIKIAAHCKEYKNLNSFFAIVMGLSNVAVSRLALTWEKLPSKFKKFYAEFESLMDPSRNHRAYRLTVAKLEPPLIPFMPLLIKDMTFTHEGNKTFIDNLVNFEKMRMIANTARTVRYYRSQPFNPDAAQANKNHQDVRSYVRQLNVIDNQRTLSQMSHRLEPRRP
#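 In this primary screen, activation is scored as increased exchange of BODIPY-GDP from Rap1B by 100 nM EPAC2, with 50 uM GDP as competitor. Signal is normalized to the 6.5 mM cAMP agonist control.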
# TGFb SMAD3 inh: qHTS for Inhibitors of TGF-b; HepG2 CAGA-GFP TGF-b/SMAD3 reporter, GFP fluorescence, 18 h; TGF-beta stimulated, 500 pg/mL final; Potency, µM (doses to about 46.1 µM), inactives show at the highest dose activity, negative = inhibition, usual class: inhibitors; 410,000 compounds, 1.2% hits; AID 588855, 2011; note: potency is the fitted concentration of half-maximal effect; % is set by controls: 0 for no effect and ±100 for the full control effect; nearly all actives have a fitted effect of over 65% in size
#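 Inhibition of TGF-beta-driven CAGA-GFP reporter expression in HEPG2 cells is measured by cellular GFP fluorescence after 18 h stimulation with 500 pg/mL recombinant TGF-beta in 1% FBS medium at 37 degrees C.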
# HepG2 viability: qHTS for Inhibitors of TGF-b: Cytotox Counterscreen | HepG2 CAGA-GFP viability, ATP luminescence, 18 h | Potency, µM (titrated, usually from 46.1 µM), for inactives: top-dose activity change, negative = cytotoxicity, usual class: cytotoxic | 410,000 compounds, 0.76% hits | AID 588856, 2011; note: potency is the fitted concentration of half-maximal effect; some results filed as inactive show a strong effect at the top dose
#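 CellTiter-Glo luminescence gave cytotoxicity after 18 hours at 37 degrees C. The cells were HepG2 CAGA-GFP in 1% FBS DMEM, stimulated with 500 pg/mL TGF-beta after compound addition. %Activity was normalised to no-cell wells (complete cell-killing) and DMSO (no toxicity), and curves were fitted and classified.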
# S2 tox: Viability Counterscreen for Primary qHTS for Inhibitors of ATXN expression | S2 cells (HEK-293 line with an ATXN2-luciferase reporter) viability, CellTiter-Fluor protease fluorescence, 24 h | Potency, µM (highest dose often 56.7 µM), hits mostly cytotoxic | 400,000 compounds, 0.49% hits | AID 651635, 2014; note: potency is the fitted concentration of half-maximal effect; nearly all actives have a fitted effect of over 40% in size
# ATXN2 expr inh: Primary qHTS for Inhibitors of ATXN expression; Potency, µM (highest dose often 57 µM), inactives show at the highest dose activity change, negative = inhibition, hits mostly inhibitors; 360,000 compounds, 0.72% hits; AID 1745845, 2022; HEK-293 ATXN2-luciferase reporter, luminescence, 24 h; note: potency is the fitted concentration of half-maximal effect; % is set by controls: 0 for no effect and ±100 for the full control effect; nearly all actives have a fitted effect of over 55% in size
#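 qHTS (up to 57 uM final) was run with 24 h compound exposure of reporter cells at 37 °C. Each well was multiplexed: SteadyGlo luminescence measured ATXN2-luciferase expression after a fluorogenic Gly-Phe-AFC viability readout (25 uM final).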
# A549 tox: Nrf2 qHTS screen for inhibitors: counterscreen for cytotoxicity; 390,000 compounds, 0.16% hits; Potency, µM (series often up to 46 µM), for the others: at the highest dose activity change, negative = cytotoxicity, actives largely listed as inhibitors; AID 504648, 2011; A549 ARE-Fluc cells, CellTiter-Fluor viability, 18-24 h; note: potency is the fitted concentration of half-maximal effect; % is set by controls: 0 for no effect and ±100 for the full control effect
#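 A549 ARE_Fluc cells in 5% FBS OPTI-MEM were exposed to compounds in concentration-response for 18-24 h at 37 deg C. Viability was read by CellTiter-Fluor fluorescence (Ex 405/Em 525) after 30 min, before the luciferase read.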
# Nrf2 ARE act: qHTS of Nrf2 Activators | 410,000 compounds, 0.31% hits | AREc32 ARE-luciferase reporter (MCF7-derived line), luminescence, 24 h | Potency, µM (doses to about 46.1 µM), for the others: at the top dose activation, hits mostly activators; note: potency is the fitted concentration of half-maximal effect; % of control where 0% means no effect; nearly all actives have a fitted effect of over 65% in size
#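 ARE activation measured as luciferase luminescence (Steady-Glo, 30 min RT) in AREc32_Fluc cells after 24 hr compound exposure at 37 deg C, 5% CO2; cells seeded overnight at 1000/well in OPTI-MEM, 5% FBS.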
# * hit, by the source's call; i = inactive; ? = inconclusive; / = not tested or not shown; [ ] = another dose, or the depositor's remark. Unless noted, calls come from the whole dose curve; as a rule, active = well fitted curve in the direction sought with a large enough effect; inconclusive = small, poorly fitted or top-dose-only effect, or another doubt; inactive = no such curve, though single readings can be large; an effect the other way counts as inactive or inconclusive.
SMILES,IL-2 act,Nrf2 block,EPAC2 ag,TGFb SMAD3 inh,HepG2 viability,S2 tox,ATXN2 expr inh,A549 tox,Nrf2 ARE act
Cc1cc([N+](=O)[O-])c(N2CCC[C@@H]2C(=O)O)c([N+](=O)[O-])c1,2.7,-17%,-8%,18%,4%,i,-6%,-8%,0.2%
CC1(C(=O)N2CC3(CC(c4cccc([N+](=O)[O-])c4)=NO3)C[C@H]2C(=O)NCC(N)=O)CC1 (stereo not given in full),-0.5,7%,10%,?,4%,i,2%,-3%,-0.5%
CC(C(=O)c1ccccc1)[n+]1cccc(C(N)=O)c1 (stereo not given),-0.3,2%,9%,14%,20%,i,2%,3%,0.3%
CCOC(=O)c1ccc(NC(=O)COc2ccc(S(=O)(=O)N3CCCC3)cc2)cc1,-1.0,12%,20%,-28%,-52%,i,-11%,4%,2.4%
O=C(CN1C(=O)NC2(CCc3ccccc32)C1=O)c1ccc(Br)cc1 (stereo not given),2.9,-2%,9%,-3%,-16%,i,1%,3%,0.6%
Cc1ccc(NC(=O)c2cnc(N3CCCC3)nc2C)cc1F,/,/,/,?,-34%,i,-4%,1%,3.3%
COc1ccc(CCNC(=O)CCCOc2cc(=O)n(C)c3ccccc23)cc1OC,0.5,?,-1%,7%,-2%,?,-5%,4%,5.6%
O=C1C=C(c2cc3ccccc3s2)C[C@@H](c2ccc(F)cc2)C1,-0.6,?,10%,3%,-4%,i,17%,6%,-0.2%
COc1cccc(CNc2nc3cc(-c4cscc4C)sc3c(=O)n2C)c1,0.0,/,8%,?,-27%,i,?,/,7.9%[9.22 µM]
CCOc1ccccc1NC(=O)N1CCC(n2c(C)nc3cccnc32)CC1,/,/,/,-3%,1%,?,4%,-3%,-0.6%
CCCn1cc(SCC(=O)Nc2ccc3c(c2)OCO3)c2ccccc21,-0.6,?,14%,-10%,-18%,?,-10%,20%,-0.6%
CCN(CC)S(=O)(=O)c1nnc(NC(=O)COc2ccccc2)s1,/,?,/,-36%,-3%,/,/,9%,0.7%
CCn1c(SCC(=O)Nc2nc(C)cs2)nnc1C(NC(=O)c1ccccc1Cl)C(C)C (stereo not given),1.2,-11%,3%,-16%,-34%,i,-2%,3%,0.0%
Cc1cccc(-n2nnnc2SCc2csc(-c3ccccc3)n2)c1,0.0,-5%,3%,-11%,-10%,i,1%,4%,0.1%
CC1(C(=O)NC2CCCCC2)CCC(=O)N1CCOc1ccccc1 (stereo not given),1.0,/,1%,-3%,9%,i,7%,/,-0.5%
O=C(Cn1c(=O)n(Cc2ccc3c(c2)OCO3)c(=O)c2oc3ccccc3c21)Nc1ccccc1,/,?,/,-14%,0%,/,/,0%,-1.1%
O=C(NCCc1ccccc1O)c1cc2c(cc1[N+](=O)[O-])OCO2,-3.6,-14%,-2%,-5%,-14%,i,2%,-13%,1.1%
CC(=O)NC1(C(F)(F)F)C(=O)Nc2c1c(=O)[nH]c(=O)n2Cc1ccco1 (stereo not given),0.5,/,3%,9%,2%,i,-5%,-2%,0.2%
O=C(CSc1nnc(-c2cnccn2)n1Cc1ccco1)c1ccc2ccccc2c1,-3.7,0%,15%,2%,-10%,i,-6%,-1%,4.6%
O=S(=O)(c1cccnc1)N1CCCC(Nc2ccc(F)c(F)c2)C1 (stereo not given),-2.5,/,12%,-1%,-23%,?,/,/,7.6%
O=C(c1ccc(Cl)cc1)c1ccc(OCC(O)CN2CCOCC2)cc1 (stereo not given),0.9,?,0%[15.6 µM],16%,-34%,?,-10%,-9%,6.1%
C/C(=N/NC(=O)c1cccc(Br)c1)C1CC2CCC1C2 (stereo not given),-1.9,25%,-1%,-1%,-3%,i,34%[activator],2%,-0.4%
Cc1ccc(-n2ncc(C(=O)NCc3ccc4c(c3)OCO4)c2C2CCN(C(=O)OC(C)(C)C)CC2)cc1C,/,18µM*,/,?,-28%,/,/,-4%,-0.1%
CCN1C(=O)CSc2ccc(C(=O)NCc3ccccc3)cc21,-1.3,-17%,-5%,1%,1%,i,-11%,4%,4.0%
CN(CC(=O)Nc1cccc(F)c1)C(=O)c1ccc(-c2ccc(Cl)cc2)o1,-3.2,-4%,16%,?,-30%,i,12%,5%,6.0%
COc1ccc(NC(=O)c2ccccc2-c2ccccc2)c(C)c1,-1.8,0%,10%,-11%,-8%,i,/,1%,-0.2%
COC(=O)c1cccnc1-n1c(=O)c2cccnc2n(Cc2ccc(Cl)cc2)c1=O,-4.1,-16%,11%,-13%,0%,i,-10%,-15%,-0.3%
O=C(NNC(=O)c1cc(-c2ccccc2Cl)nc2ccccc12)c1csc(N2CCOCC2)n1,-1.0,-8%,-1%,?,-24%,i,-1%,-3%,-0.2%
CC(C)CC(=O)C1CCCN(C(=O)c2ccc3oc(Cc4ccccc4)nc3c2)C1 (stereo not given),-3.8,?,5%,0%,-23%,i,-11%,-2%,0.3%
CC1(CC(=O)Nc2ccccc2)NC(=S)N(c2ccccc2)N1 (stereo not given),2.1,25%,-5%,-3%,-14%,i,7%,-2%,0.5%

# Compound profiles (already shown):
# Entry for CCN1C(=O)CSc2ccc(C(=O)NCc3ccccc3)cc21 : IL-2 act = -1.3; Nrf2 block = -17%; EPAC2 ag = -5%; TGFb SMAD3 inh = 1%; HepG2 viability = 1%; S2 tox = i; ATXN2 expr inh = -11%; A549 tox = 4%; Nrf2 ARE act = 4.0%
# Entry for O=S(=O)(c1cccnc1)N1CCCC(Nc2ccc(F)c(F)c2)C1 (stereo not given) : IL-2 act = -2.5; Nrf2 block = /; EPAC2 ag = 12%; TGFb SMAD3 inh = -1%; HepG2 viability = -23%; S2 tox = ?; ATXN2 expr inh = /; A549 tox = /; Nrf2 ARE act = 7.6%

# New compounds follow
SMILES,IL-2 act,Nrf2 block,EPAC2 ag,TGFb SMAD3 inh,HepG2 viability,S2 tox,ATXN2 expr inh,A549 tox,Nrf2 ARE act
COc1ccc(NC(=O)Cc2ccc(C)c(C)c2)cc1Cl,1.4,3%,3%,1%,6%,i,4%,5%,2.8%
COc1ccc(CN(C)C(=O)CCNS(=O)(=O)c2ccccc2)c(OC)c1,0.1,/,10%,-3%,-6%,i,/,/,-1.2%
Nc1ccc(C2(c3ccc(N)cc3)c3ccccc3C(=O)c3ccccc32)cc1,-0.2,?,11%,-9%,-5%,i,1%,-5%,3.7%
CCOc1ccccc1NC(=O)C(=O)NCCc1sc2nc(-c3ccc(OC)cc3)nn2c1C,/,/,/,-7%,-14%,/,/,-9%,0.3%
C/C(Cl)=C\C[N+](C)(C)CC(=O)OCCc1ccccc1,-0.3,-12%,0%,-7%,13%,i,/,?,0.1%
CN1OC[C@@H]2CN(C(=O)C(C)(C)C)[C@H](c3ccc(-c4cc5ccccc5o4)cc3)C[C@@H]21,-3.6,/,13%,-2%,6%,i,-28%,/,-2.1%
O=C(Cc1cccs1)Nc1ccc(S(=O)(=O)N2CCCCC2)cc1,0.5,/,2%,?,2%,i,1%,2%,2.2%
Cc1ccc(CNC(=O)C2CC(c3ccccc3C(F)(F)F)=NO2)cc1 (stereo not given),-0.3,-9%,6%,11%,-3%,i,8%,10%,3.1%
CC1CC(C)(C)NC(=S)N1CC(=O)NCc1ccc(Cl)cc1 (stereo not given),-5.7,3%,14%,0%,-14%,i,-19%,10%,-1.3%
CCN(c1cccc(C)c1)S(=O)(=O)c1nnc(NC(=O)c2cccs2)s1,/,?,/,0%,-27%,/,/,-18%,4.8%
CN(Cc1ccccc1)C(=O)COC(=O)c1cc2ccccc2oc1=O,0.5,-7%,2%,0%,-6%,i,3%,-1%,1.7%
COc1ccc(OC)c(CNC(=O)C2CCCCN2S(=O)(=O)c2ccc(F)cc2)c1 (stereo not given),/,29%,/,7.9µM*,-16%,i,-1%,-2%,4.2%
COc1ccc(C2CC(c3ccc(Cl)cc3Cl)Nc3nc(N)nn32)cc1 (stereo not given),0.9,-6%,1%,-24%,-24%,i,-3%,-5%,1.0%
C=CCNc1nc(C(=O)OCC(=O)c2ccc(Cl)cc2)cs1,-1.0,4%,5%,15%,0%,i,5%,-1%,1.0%
CCn1c(CSc2nc3ccccc3s2)nnc1SCC(N)=O,0.1,-20%,7%,16%,0%,i,7%,-14%,-0.9%
COc1ccc(NC(=O)CSc2cn[nH]n2)c(OC)c1,-0.6,12%,14%,0%,-5%,i,7%,2%,-0.6%
CCN(CC)C(=S)NC(=O)c1cccnc1,1.5,1%,8%,-7%,-5%,i,-5%,1%,-0.5%
CC(=O)Nc1ccc(OCCOc2ccc([N+](=O)[O-])cc2)cc1,-3.6,-14%,7%,-10%,-25%,i,/,25%,2.9%
CCCCNS(=O)(=O)c1cc2c3c(c1)CCN3C(=O)CC2,2.0,-19%,8%,8%,3%,i,/,1%,-0.3%
CNc1ccc(Oc2nc([N+](=O)[O-])nn2C)cc1,-0.2,0%,1%,0%,1%,i,16%,3%,0.0%
CC(C)(C)NS(=O)(=O)c1ccc(NC(=O)c2cc(-c3ccccc3)nc3ccccc23)cc1,-0.9,?,6%,7%,-18%,/,/,-1%,0.0%
COc1ccccc1CNC(=O)CCC1N=C2c3ccccc3N=C(SCC(=O)NCC3CCCO3)N2C1=O (stereo not given),1.0,?,8%,6%,0%,i,6%,-7%,-0.5%
Cc1cnc(NC(=O)c2cccc(S(=O)(=O)N3CCOCC3)c2)s1,0.5,15%,1%,-18%,2%,i,5%,-1%,-0.5%

# Screening results deposited in PubChem BioAssay by National Center for Advancing Translational Sciences (NCATS).
